Rab7 wt GTP bind = dog Rab7 wildtype GTP binding, inhibitors and activators | AID 758 | GTP binding activity (percent of control), % at 10 µM | GST-Rab7 beads, fluorescent GTP binding, flow cytometry; actives lie on both sides; untreated = 100%, excess cold GTP = 0% | hit rate 0.055% among 190,000;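 active = fluorescent GTP binding to Rab7 beads changed by at least 20 points from the 100% baseline, either direction, mostly lower; inconclusive = compound itself probably fluorescent, or too few beads counted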;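 also: median green fluorescence of bound Bodipy-FL-GTP per Rab7 bead population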
Rab2A wt mod = changes GTP binding to wildtype dog Rab2A, up or down | P61105 | GST-Rab2 wt beads, Bodipy-GTP binding, flow cytometry | GTP binding activity, % at 10 µM | hit rate 0.19% among 190,000 | AID 760;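 active = GTP binding activity at least 20 points away from 100%, either lowered or raised; inconclusive = signal likely due to the compound's own green fluorescence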;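 also: 0% = beads with excess unlabeled GTP and 100% = no-compound control corrected for plate trend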
Bcl-2 Bim block = disrupts Bim peptide binding to human Bcl-2 | P10415 | Bead-based flow cytometry, Bim peptide-Bcl-2 binding | inhibition, % at 10 µM | hit rate 0.06% among 190,000 | AID 950; in the data active = inhibition above about 40%; inconclusive = no clear call, values can overlap the other calls;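 also: 0% = no compound wells with probe peptide and 100% = reference peptide inhibitor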
Target sequence (P10415 whole entry, looked up): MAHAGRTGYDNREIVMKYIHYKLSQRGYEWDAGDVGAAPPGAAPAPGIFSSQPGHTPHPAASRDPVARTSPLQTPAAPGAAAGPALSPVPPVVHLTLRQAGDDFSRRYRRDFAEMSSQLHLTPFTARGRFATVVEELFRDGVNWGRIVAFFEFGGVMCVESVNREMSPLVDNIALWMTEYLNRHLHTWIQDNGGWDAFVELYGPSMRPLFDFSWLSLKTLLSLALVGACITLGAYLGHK
Bcl-B Bim block = inhibitors of Bim-Bcl-B interaction, human. Q9HD36. bead-based flow cytometry, Bim peptide-Bcl-B binding. inhibition, % at 10 µM. hit rate 0.073% among 190,000;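 also: 0% = tracer peptide without compound and 100% = reference inhibitor peptide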
Target sequence (Q9HD36 whole entry, looked up): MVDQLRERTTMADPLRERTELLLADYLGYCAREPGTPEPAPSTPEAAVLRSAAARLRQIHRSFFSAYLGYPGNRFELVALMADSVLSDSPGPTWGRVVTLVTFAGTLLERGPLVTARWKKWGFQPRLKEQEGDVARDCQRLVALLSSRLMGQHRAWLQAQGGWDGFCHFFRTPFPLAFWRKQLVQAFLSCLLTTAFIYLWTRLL
Rac1 act GTP bind = modulators of GTP binding to human Rac1 activated mutant; GST-Rac1 activated beads, fluorescent GTP binding, flow cytometry; actives lie on both sides; 100% means binding = to untreated wells; percent activity (GTP binding), % at 10 µM; hit rate 0.11% among 190,000; P63000;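 active = GTP binding at least 20 percentage points away from the 100% baseline, in either direction, so actives lie on both sides; inconclusive = Compound likely fluorescent itself, or too few beads counted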
Cdc42 wt = modulators (inhibitors or activators) of GTP binding to human Cdc42 wildtype | percent activity (GTP binding), % at 10 µM | hit rate 0.2% among 190,000 | GST-Cdc42 beads, Bodipy-GTP binding, flow cytometry; actives lie on both sides | P60953;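 active = percent activity GTP binding at least 20 points away from the 100% baseline, either down as inhibitor or up as activator; inconclusive = compound flagged as likely green fluorescent from well-wide comparison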;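 also: median bead fluorescence of bound Bodipy-FL-GTP at 100 nM; 0% = excess unlabeled GTP control and 100% = no compound control; below 100% means less GTP binding so inhibitor and above means activator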
Target sequence (P60953 whole entry, looked up): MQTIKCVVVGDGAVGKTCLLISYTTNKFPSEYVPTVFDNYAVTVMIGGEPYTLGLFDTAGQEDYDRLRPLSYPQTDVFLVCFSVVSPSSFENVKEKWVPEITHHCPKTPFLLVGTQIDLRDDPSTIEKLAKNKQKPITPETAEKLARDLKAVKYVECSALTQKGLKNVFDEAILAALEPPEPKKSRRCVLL
HRas wt GTP = modulators of GTP binding to human HRas wildtype; GTP binding activity, % at 10 µM; hit rate 0.14% among 190,000; P01112; GST-Ras wt beads, Bodipy-FL-GTP binding, flow cytometry; actives lie on both sides;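 active = GTP binding activity at least 20% away from the 100% baseline, either lowered as inhibitor or raised as activator; inconclusive = flagged as likely green fluorescent, judged across all proteins in the well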;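 also: 0% = unlabeled GTP competition control and 100% = no-compound control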
Target sequence (P01112 whole entry, looked up): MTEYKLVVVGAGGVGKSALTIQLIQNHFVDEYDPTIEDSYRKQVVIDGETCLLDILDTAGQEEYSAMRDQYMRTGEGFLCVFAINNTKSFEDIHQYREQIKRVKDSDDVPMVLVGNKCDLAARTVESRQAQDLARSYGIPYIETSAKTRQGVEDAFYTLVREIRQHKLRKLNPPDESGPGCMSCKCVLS
Bcl-W Bim block = disrupts Bim peptide binding to human Bcl-W | Q92843 | inhibition, % at 10 µM | bead-based flow cytometry | hit rate 0.02% among 190,000;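 also: 0% = bound tracer without compound and 100% = peptide blocker; higher means less fluorescent Bim peptide bound to Bcl-W beads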
Bcl-XL Bim block = inhibitors of Bim-Bcl-XL interaction, human; Q07817; inhibition, % at 10 µM; hit rate 0.04% among 190,000; Bim peptide-Bcl-XL binding, bead flow cytometry, fluorescence; AID 1007
Target sequence (Q07817 whole entry, looked up): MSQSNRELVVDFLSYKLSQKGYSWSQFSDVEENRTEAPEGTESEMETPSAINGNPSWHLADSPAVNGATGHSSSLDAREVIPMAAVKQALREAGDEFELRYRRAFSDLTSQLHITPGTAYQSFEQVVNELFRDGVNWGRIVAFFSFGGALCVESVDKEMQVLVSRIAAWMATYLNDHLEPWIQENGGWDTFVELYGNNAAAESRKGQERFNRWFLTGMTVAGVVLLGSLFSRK
Rac1 wt GTP bind = alters GTP binding to wildtype human Rac1; GST-Rac1 beads, fluorescent GTP binding, flow cytometry; actives lie on both sides; 0 = cold GTP competed, 100 = untreated; hit rate 0.27% among 190,000; GTP binding activity (% of control), % at 10 µM; AID 757; P63000;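 active = GTP binding activity at least 20 points away from the 100% control level, either lower or higher; inconclusive = compound flagged as likely green fluorescent, judged across all proteins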
Bim-Bfl-1 = inhibitors of Bim-Bfl-1 interaction, human; hit rate 0.12% among 190,000; AID 1008; Bead-based flow cytometry, Bim-Bfl-1 binding inhibition; Q16548; inhibition, % at 10 µM;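 also: 0% = wells without compound plus tracer and 100% = blocker peptide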
* marks the source's active call; other numbers are inactive results; ? = inconclusive; & = joins results of further samples. Rule as the data show it, unless noted: active = inhibition above about 40%. No enrichment for hits (roughly 0.62% active in at least one column).

SMILES | Rab7 wt GTP bind | Rab2A wt mod | Bcl-2 Bim block | Bcl-B Bim block | Rac1 act GTP bind | Cdc42 wt | HRas wt GTP | Bcl-W Bim block | Bcl-XL Bim block | Rac1 wt GTP bind | Bim-Bfl-1
COc1ccccc1C(=O)N/N=C(\C)c1ccc(NC(=O)C2CC2)cc1 | 103.0 | 99.0 | -8.0 | -5.0 | 99.0 | 101.0 | 101.0 | -3.0 | -3.0 | 103.0 | -6.0
O=C(NC1CC1)C1=C[C@@H](c2ccccc2)C[C@@H](OCCCCO)O1 | ? | ? | -4.0 | -5.0 | ? | ? | ? | -1.0 | -2.0 | ? | -5.0
COc1cc(OC)cc(C(=O)Nc2ccc(-n3cnnn3)c(C)c2)c1 | 100.0 | 98.0 | -15.0 | -13.0 | 98.0 | 100.0 | 99.0 | 2.0 | -6.0 | 103.0 | -14.0
CCCCC(=O)Nc1ccc(N2CCN(S(C)(=O)=O)CC2)cc1 | 106.0 | 109.0 | 1.0 | -2.0 | 103.0 | 110.0 | 108.0 | 1.0 | 0.0 | 106.0 | 0.0
O=C(CN1C(=O)NC(Cc2ccccc2)C1=O)Nc1ccccc1 (stereo not given) | 99.0 | 99.0 | -1.0 | -2.0 | 97.0 | 99.0 | 97.0 | 0.0 | -2.0 | 95.0 | 3.0
Cc1nc2c(o1)CCc1ccccc1C2N1CCN(C)CC1 (stereo not given) | 98.0&97.0 | 96.0&96.0 | 8.0&-1.0 | -3.0&0.0 | 98.0&99.0 | 101.0&99.0 | 100.0&97.0 | 2.0&0.0 | 0.0&-2.0 | 101.0&100.0 | -4.0&-4.0
CC(C)CC(CC(C)C)=NNC(=O)c1ccc2c(c1)OCO2 | 97.0 | 100.0 | -7.0 | -1.0 | 97.0 | 100.0 | 97.0 | -1.0 | 0.0 | 98.0 | -5.0
CCS(=O)(=O)NCC(c1ccco1)N1CCN(c2ccccc2)CC1 (stereo not given) | 102.0 | 101.0 | -4.0 | -6.0 | 100.0 | 103.0 | 102.0 | -5.0 | -11.0 | 105.0 | -7.0
COc1ccc(NC(=S)N(CCCN2CCCC(C)C2)Cc2cccs2)cc1 (stereo not given) | 107.0 | 102.0 | -2.0 | -10.0 | 96.0 | 100.0 | 99.0 | -4.0 | -4.0 | 103.0 | -5.0
CC1CC(C)(C)CC2(C1)NC(=O)N(CC(=O)NCCc1ccc3c(c1)OCCO3)C2=O (stereo not given) | 98.0 | 96.0 | -2.0 | 2.0 | 98.0 | 97.0 | 96.0 | 0.0 | 2.0 | 101.0 | 2.0

Two successive compounds already listed, quoted:
SMILES | Rab7 wt GTP bind | Rab2A wt mod | Bcl-2 Bim block | Bcl-B Bim block | Rac1 act GTP bind | Cdc42 wt | HRas wt GTP | Bcl-W Bim block | Bcl-XL Bim block | Rac1 wt GTP bind | Bim-Bfl-1
COc1ccc(NC(=S)N(CCCN2CCCC(C)C2)Cc2cccs2)cc1 (stereo not given) | 107.0 | 102.0 | -2.0 | -10.0 | 96.0 | 100.0 | 99.0 | -4.0 | -4.0 | 103.0 | -5.0
CC1CC(C)(C)CC2(C1)NC(=O)N(CC(=O)NCCc1ccc3c(c1)OCCO3)C2=O (stereo not given) | 98.0 | 96.0 | -2.0 | 2.0 | 98.0 | 97.0 | 96.0 | 0.0 | 2.0 | 101.0 | 2.0

Additional results
SMILES | Rab7 wt GTP bind | Rab2A wt mod | Bcl-2 Bim block | Bcl-B Bim block | Rac1 act GTP bind | Cdc42 wt | HRas wt GTP | Bcl-W Bim block | Bcl-XL Bim block | Rac1 wt GTP bind | Bim-Bfl-1
Cn1c(SCC(=O)NNC(=O)Cc2ccccc2)nc2ccccc2c1=O | 99.0 | 99.0 | -3.0 | -3.0 | 96.0 | 97.0 | 97.0 | -9.0 | -10.0 | 101.0 | -3.0
CCOC(=O)c1c(NC(=O)C(=O)N/N=C(\C)c2ccc(OC)cc2)sc2c1CCCCC2 | 98.0 | 99.0 | 0.0 | -3.0 | 95.0 | 96.0 | 98.0 | -1.0 | 0.0 | 100.0 | 0.0
CC(NC(=O)c1cccc(F)c1)C(c1cccs1)N1CCN(C)CC1 (stereo not given) | 101.0 | 97.0 | -6.0 | -1.0 | 98.0 | 98.0 | 96.0 | 0.0 | -2.0 | 98.0 | 0.0
CC(C)N(C(=O)COC(=O)c1ccc(Cl)c(S(N)(=O)=O)c1)C(C)C | 104.0 | 98.0 | 0.0 | -1.0 | 95.0 | 95.0 | 99.0 | -3.0 | -1.0 | 98.0 | -7.0
O=S(=O)(c1ccc(Cl)c(Cl)c1)c1snnc1-c1ccccc1 | 96.0 | 94.0 | -5.0 | 12.0 | 92.0 | 95.0 | 96.0 | 1.0 | 3.0 | 94.0 | -8.0
CCCCN(CCCC)CCNC(=O)CSCc1ccc(C)cc1 | 100.0 | 102.0 | 0.0 | -3.0 | 95.0 | 100.0 | 98.0 | -3.0 | -4.0 | 104.0 | -3.0
O=C(N/N=C1\CCCc2c1[nH]c1ccc([N+](=O)[O-])cc21)c1ccncc1 | 97.0 | 90.0 | 5.0 | 5.0 | 93.0 | 102.0 | 94.0 | 9.0 | 8.0 | 100.0 | 6.0
Cc1ccc2nc(-c3ccc(NC(=O)COC(=O)c4ccc([N+](=O)[O-])o4)cc3)sc2c1 | ? | ? | 3.0 | 0.0 | ? | ? | ? | 0.0 | 0.0 | ? | 2.0
CNC(=O)C(NC(=O)CNC(=O)c1ccc(Cl)cc1)C(C)(C)C (stereo not given) | 98.0 | 98.0 | -5.0 | -3.0 | 95.0 | 97.0 | 97.0 | 0.0 | 0.0 | 97.0 | -4.0
COC(=O)Cc1c(C)nc2nc(NCc3cccc([N+](=O)[O-])c3)[nH]n2c1=O | 98.0 | 98.0 | -3.0 | -3.0 | 99.0 | 101.0 | 98.0 | -2.0 | 0.0 | 100.0 | -2.0
CC1=CC(C)C(C[N+]2(C)CCCCC2)C(C)C1 (stereo not given) | 107.0 | 101.0 | -2.0 | -3.0 | 96.0 | 100.0 | 101.0 | 0.0 | 0.0 | 106.0 | -7.0
Cc1ccc(Nc2nc(N)c([N+](=O)[O-])c(N3CCC(C)CC3)n2)cc1C | 103.0 | 98.0 | -3.0 | -10.0 | 99.0 | 97.0 | 100.0 | -4.0 | -9.0 | 103.0 | 0.0
Cc1cc2ncn(/N=C/c3ccc([N+](=O)[O-])s3)c2cc1C | 100.0 | 98.0 | -1.0 | -10.0 | 96.0 | 99.0 | 99.0 | -3.0 | -3.0 | 101.0 | -3.0
COC(=O)N/N=C(\C)c1ccccc1OC(F)F | 95.0 | 98.0 | -1.0 | -8.0 | 100.0 | 96.0 | 98.0 | 1.0 | -8.0 | 102.0 | -3.0
Clc1ccc2c(c1)C1=C(C(c3ccncc3)O2)C(c2ccc(Br)cc2)n2ncnc2N1 (stereo not given) | 103.0 | 101.0 | -1.0 | 0.0 | 102.0 | 105.0 | 104.0 | 0.0 | 0.0 | 106.0 | 0.0
COc1ccc(OC)c2[nH]c(=O)c(CCNS(=O)(=O)c3ccc(Cl)cc3)cc12 | 96.0 | 98.0 | 0.0 | -1.0 | 100.0 | 99.0 | 99.0 | 2.0 | -2.0 | 101.0 | -7.0
CCC(C)(C)NC(=O)Cc1ccccc1OC | 101.0 | 103.0 | -6.0 | -6.0 | 102.0 | 108.0 | 103.0 | 2.0 | 0.0 | 106.0 | -10.0
CCN(CC)S(=O)(=O)c1ccc(/C=C/C(=O)Nc2cccc(F)c2)cc1 | 95.0 | 95.0 | -4.0 | -3.0 | 98.0 | 104.0 | 96.0 | 0.0 | -3.0 | 101.0 | -1.0
Cc1c(O)nc(SCC(=O)Nc2ccc3c4c(cccc24)CC3)n(-c2ccccc2)c1=O | 89.0 | 88.0 | 3.0 | 4.0 | 90.0 | 86.0 | 93.0 | 1.0 | -2.0 | 86.0 | 2.0
Cc1cc(F)ccc1N1CCC(N2CCN(CCC(C)C)C(CCO)C2)CC1 (stereo not given) | 103.0 | 99.0 | -3.0 | -5.0 | 99.0 | 101.0 | 100.0 | -1.0 | -3.0 | 102.0 | -5.0
Cc1ccc(OCC(=O)NC(=S)Nc2ccc(Br)cn2)cc1C | 100.0 | 95.0 | 0.0 | 0.0 | 92.0 | 94.0 | 95.0 | 0.0 | 1.0 | 94.0 | -6.0
CCN(Cc1ccccc1)S(=O)(=O)c1cc(C(=O)NC(C)C2CC3CCC2C3)ccc1OC (stereo not given) | 96.0 | 100.0 | 0.0 | -1.0 | 104.0 | 101.0 | 100.0 | -1.0 | -3.0 | 101.0 | 0.0
COC(=O)c1cnn2c3c(c(C)nc12)CCCC3 | 97.0 | 95.0 | -5.0 | -2.0 | 96.0 | 98.0 | 99.0 | -3.0 | -1.0 | 98.0 | -2.0
O=C(CSc1nnc(Cc2ccccc2)o1)NC1CCCCC1 | 104.0 | 103.0 | -8.0 | -11.0 | 103.0 | 104.0 | 105.0 | -5.0 | -10.0 | 109.0 | -19.0
CCOCN(C(=O)Cn1cnc2ccccc21)c1c(C)cccc1CC | 107.0 | 101.0 | -1.0 | 0.0 | 97.0 | 99.0 | 102.0 | -1.0 | 0.0 | 101.0 | -6.0
CCN(c1ccccc1)S(=O)(=O)c1ccc(Cl)c(C(=O)NCC2CCCO2)c1 (stereo not given) | 96.0 | 96.0 | -6.0 | -3.0 | 96.0 | 97.0 | 97.0 | -1.0 | 3.0 | 98.0 | -6.0
FC(F)(F)c1cnc2c(-c3ccccc3)n[nH]c2c1 | 95.0 | 94.0 | -2.0 | 0.0 | 94.0 | 93.0 | 96.0 | 0.0 | -3.0 | 94.0 | -3.0
COc1cccc(OCC(Cn2c(C)nc3ccccc32)OC(C)=O)c1 (stereo not given) | 94.0 | 91.0 | -3.0 | 0.0 | 95.0 | 101.0 | 94.0 | 2.0 | 1.0 | 97.0 | -2.0
O=C1c2cccc(O)c2C(=O)c2c(O)cccc21 | 95.0 | 94.0 | 3.0 | -18.0 | 99.0 | 103.0 | 94.0 | 0.0 | 0.0 | 99.0 | 5.0
CCCNC(=O)c1c(N)n(-c2cc(OC)cc(OC)c2)c2nc3ccccc3nc12 | 98.0 | 99.0 | -5.0 | -18.0 | 98.0 | 99.0 | 100.0 | 0.0 | -5.0 | 104.0 | -14.0
Cc1ccc(C)c(NCCC#N)c1 | 104.0 | 103.0 | -4.0 | -8.0 | 102.0 | 102.0 | 102.0 | -3.0 | -5.0 | 103.0 | -3.0
OC1CCN(c2cc(-c3ccccc3)nc3cc(-c4ccc(F)cc4)nn23)CC1 | 97.0 | 99.0 | 0.0 | -3.0 | 101.0 | 100.0 | 100.0 | -1.0 | -2.0 | 101.0 | -4.0
CNc1nnc(-c2ccncc2)s1 | 102.0 | 103.0 | 3.0 | 0.0 | 102.0 | 105.0 | 106.0 | -2.0 | 2.0 | 103.0 | 2.0
CCCc1cc(=O)[nH]c(SCC(=O)N(C)C2CCS(=O)(=O)C2)n1 (stereo not given) | 95.0 | 96.0 | -9.0 | -10.0 | 95.0 | 100.0 | 99.0 | -1.0 | -6.0 | 95.0 | -17.0

Compound activity (PubChem BioAssay)
